Source: PubChem BioAssay (Broad Institute)
esBAF inh – blocks esBAF chromatin remodeling in mouse ES cells | Bmi1-luciferase knock-in reporter, 24 h; 100% = twice the neutral-well signal | reporter increase, % at 12.5 µM | 350,000 compounds, 2% hits | AID 602393; in the data active means activation above about 40%; inconclusive means no clear call, values can overlap the other calls;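 further: 0% = median of the plate's neutral control wells and 100% = double that signal; a rise in the Bmi1 reporter signal indicates esBAF inhibition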
SIRT5 block – inhibitors of human sirtuin-5 desuccinylase; Q9NXA8; Purified SirT5, succinyl-peptide AMC, trypsin-coupled fluorescence; inhibition, % at 15 µM; 330,000 compounds, 1.1% hits; in the data active means inhibition above about 15%; inconclusive means no clear call, values can overlap the other calls
Target sequence (Q9NXA8 whole entry, looked up): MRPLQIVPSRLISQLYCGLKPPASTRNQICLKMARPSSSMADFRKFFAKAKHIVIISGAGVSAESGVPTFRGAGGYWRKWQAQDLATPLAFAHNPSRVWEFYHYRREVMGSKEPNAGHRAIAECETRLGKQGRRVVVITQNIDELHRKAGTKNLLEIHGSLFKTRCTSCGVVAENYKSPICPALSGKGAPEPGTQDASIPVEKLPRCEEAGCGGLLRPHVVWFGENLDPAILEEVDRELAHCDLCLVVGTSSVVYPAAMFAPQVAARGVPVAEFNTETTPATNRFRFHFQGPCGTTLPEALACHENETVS
ERp5 inh – ERp5 (human) disulfide isomerase inhibition; inhibition, % at 9.99 µM; Q15084; 350,000 compounds, 0.05% hits; ERp5 insulin aggregation, absorbance 650 nm, 90 min;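 active means mean replicate inhibition above about 25%, with every replicate also reaching it, limit read from the data, passing the limit was not always enough; inconclusive means only one of those two criteria met; inactive means neither criterion met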
Target sequence (Q15084 whole entry, looked up): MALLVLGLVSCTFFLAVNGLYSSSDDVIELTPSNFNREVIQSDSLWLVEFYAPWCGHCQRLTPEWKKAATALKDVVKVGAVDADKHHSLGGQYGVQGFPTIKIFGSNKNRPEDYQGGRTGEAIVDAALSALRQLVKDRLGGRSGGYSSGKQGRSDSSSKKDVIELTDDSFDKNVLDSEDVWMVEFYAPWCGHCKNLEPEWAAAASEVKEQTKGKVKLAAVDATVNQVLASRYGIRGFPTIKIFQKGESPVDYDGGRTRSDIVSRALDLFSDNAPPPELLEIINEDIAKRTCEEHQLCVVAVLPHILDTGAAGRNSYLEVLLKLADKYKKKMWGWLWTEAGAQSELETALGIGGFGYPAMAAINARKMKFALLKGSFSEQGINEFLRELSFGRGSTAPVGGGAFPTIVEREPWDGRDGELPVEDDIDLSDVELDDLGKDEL
Cneo AK release – causes C. neoformans cell lysis; adenylate kinase release luminescence, 4 h; normalised: neutral wells 0, clomiphene wells 100; lysis activity, % at 15 µM; 360,000 compounds, 0.2% hits; AID 651654;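 active means mean lysis activity across replicates of at least 80%, whatever share of replicates individually reach that level; inactive means mean lysis activity below 80%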
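Assay system: C. neoformans cells. Amount: yeast cell density of 5 × 10^6 cells/mL. Technique: AK luminescence. Buffer or medium: YPD. Times: static 4 h at 37 °C with compound, 1 h detection. Dosing: single-point compound dose. Read-out: lysis from increased AK signal.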
ARNT TACC3 PPI – disrupts binding between human ARNT and TACC3; AlphaScreen His-ARNT PAS-B/GST-TACC3 binding, luminescence; TACC3 fragment carries E629A point mutation; inhibition, % at 9.99 µM; 390,000 compounds, 0.66% hits; AID 623870;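 active means mean inhibition of replicates at least 50% and at least half of replicates each reaching 50%; inconclusive means half or more replicates reach 50% but mean below 50%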;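 further: 0% = complete ARNT plus TACC3 wells and 100% = ARNT alone without TACC3; many hits fall short of the cut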
C2C12 statin – protects C2C12 myotubes from simvastatin toxicity. ATP luminescence, 48 h; scaled: DMSO 0, geranylgeraniol control 100. AID 602340. rescue of ATP level, % at 7.49 µM. 330,000 compounds, 0.78% hits;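 active means mean ATP rescue above about 67%, or every replicate alone reaching that limit, limit read from the data, passing the limit was not always enough; inconclusive means no clear call, values can overlap the other calls; inactive means mean under the limit and some replicate under it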;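 further: myotubes were challenged with 10 µM simvastatin during compound exposure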
miR-122 sensor – inhibitors of miR-122 in Huh7 cells; Huh7 miR-122 Renilla luciferase sensor, 48 h; neutral wells = 0, positive control = 100; activation (reporter increase), % at 12.5 µM; 340,000 compounds, 0.3% hits;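 active means mean replicate activation score at least 90 and every replicate individually at or above 90; inconclusive means only one of the two criteria met; inactive means neither criterion met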;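 further: higher luciferase means less miR-122 activity so hits act as miR-122 inhibitors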
* = called active by the depositor; u = inconclusive; x = not tested or not shown; & = joins results of further samples; [ ] = remark or other dose.

nr	structure	esBAF inh	SIRT5 block	ERp5 inh	Cneo AK release
1	COc1ccc(CCc2nnc(CCC(=O)NCc3ccc4ncccc4c3)o2)cc1	22	-2	5	4
2	COc1ccc(C(=O)C2CCCN(Cc3nc4ccccc4nc3C)C2)cc1OC (stereo unspecified)	-9	2	-1	2
3	Nn1c(Cc2cccc3ccccc23)nnc1SCC(=O)NCC1CCCO1 (stereo unspecified)	0	-2	-7	x
4	Cc1ccc(-c2c3c([nH]c(=S)c2C#N)CCCC3)o1	0	x	x	-1
5	COc1ccc(-c2c(N)n[nH]c2C)cc1OC	x	2	4	x
6	CC(=O)Nc1ccc(NC(=O)COC(=O)C2CCC(C(C)(C)C)CC2)cc1 (stereo unspecified)	-5	1	-6	-1
7	Cc1noc(C)c1C(=O)N(C)C[C@H]1OCc2ccccc2-c2ccccc2C(=O)N([C@H](C)CO)C[C@H]1C	3	3	-3	-1
8	CCOc1ccccc1NC(=O)CSc1nnc(-c2ccncc2)o1	5	0	-6	2

nr	ARNT TACC3 PPI	C2C12 statin	miR-122 sensor
1	-3	2	3
2	-11	-2	2
3	22	10	0
4	-2	3	-23
5	3	x	x
6	-7	-4	-12
7	x	-12	x
8	3	0	x

Next structures.
nr	structure	esBAF inh	SIRT5 block	ERp5 inh	Cneo AK release
9	COc1ccc(N2CCN(C(=O)CNC(=O)Cn3c(C)cc4ccccc4c3=O)CC2)cc1	-5	x	x	11
10	CCCC(=O)Nc1ccc2c(c1)OC[C@@H](C)N(Cc1cccc(F)c1)C[C@@H](C)[C@@H](OC)CN(C)C2=O	-6	3	-2	-8
11	O=C(Cc1ccc2c(c1)OCO2)NN=Cc1ccc([N+](=O)[O-])o1	-15	-5	-1	0
12	C[C@@H]1CN([C@@H](C)CO)C(=O)Cc2cc(NS(=O)(=O)c3ccc(F)cc3)ccc2O[C@@H]1CN(C)C(=O)Nc1ccc(C(F)(F)F)cc1	-6	4	3	2
13	Cc1nccn1CC1CCc2c(c3ccccc3n2C)C1=O (stereo unspecified)	5&2	1&-4	2&2	1&-1
14	COc1ccc(CN2CCN(S(=O)(=O)c3ccc(NC(C)=O)cc3)CC2)c(OC)c1OC	x	-26	-5	x
15	CC(C)C#Cc1ccc([C@H]2[C@@H](CO)N3CCCCN(C(=O)Nc4ccccc4)C[C@@H]23)cc1	x	1	-9	0
16	COc1ccccc1-n1c(SCC(=O)N2CCCCC2)nnc1-c1ccccc1O	10	x	x	0

nr	ARNT TACC3 PPI	C2C12 statin	miR-122 sensor
9	1	x	0
10	-5	25	x
11	-7	8	22
12	8	8	48[16.7 µM]
13	0&-4	0&2	-3&0
14	7	x	x
15	-2	x	-3[16.7 µM]
16	-13	12	1

Profiles, looked up by structure. Order of screens: esBAF inh	SIRT5 block	ERp5 inh	Cneo AK release	ARNT TACC3 PPI	C2C12 statin	miR-122 sensor
COc1ccc(CN2CCN(S(=O)(=O)c3ccc(NC(C)=O)cc3)CC2)c(OC)c1OC as listed: x	-26	-5	x	7	x	x
O=C(Cc1ccc2c(c1)OCO2)NN=Cc1ccc([N+](=O)[O-])o1 as listed: -15	-5	-1	0	-7	8	22
CC(C)C#Cc1ccc([C@H]2[C@@H](CO)N3CCCCN(C(=O)Nc4ccccc4)C[C@@H]23)cc1 as listed: x	1	-9	0	-2	x	-3[16.7 µM]

Additional results follow.
nr	structure	esBAF inh	SIRT5 block	ERp5 inh	Cneo AK release
17	O=[N+]([O-])c1ccc2c(c1)C(N1CCOCC1)/C(=C/COc1ccc3ccccc3c1Br)O2 (stereo unspecified)	-14	x	x	x
18	CCc1nc2c(OCc3ccc(C(F)(F)F)cc3)cccn2c1N(C)C(=O)C(C)C	6	1	-7	5
19	COCOc1ccc(/C=C/C(=O)c2c(O)cc(OCOC)cc2OCOC)cc1	-3	x	x	-2
20	O=C(CCC1CCCC1)N1CCN(C2CCCC2)CC1	7	x	x	-3
21	Cc1ccc(C)c(NS(=O)(=O)c2ccc(OCC(=O)NCc3cccnc3)cc2)c1	x	-1	-3	x
22	COc1cccc(OC)c1OCC(=O)Nc1ccc(S(=O)(=O)N2CCCC2)cc1	3	-3	7	-2
23	COc1ccc(S(=O)(=O)N(C)C[C@@H]2OCCCC[C@@H](C)Oc3ccc(NC(=O)Nc4ccc(C(F)(F)F)cc4)cc3C(=O)N([C@H](C)CO)C[C@@H]2C)cc1	-10	7	3	-5
24	COc1ccc(F)cc1C(=O)C1CCCN(Cc2cnc(N3CCCC3)s2)C1 (stereo unspecified)	-5	1	-7	0

nr	ARNT TACC3 PPI	C2C12 statin	miR-122 sensor
17	3	-1	5
18	x	-18	-9
19	x	8	2
20	-3	1	0
21	3	x	x
22	-5	1	16
23	20	-96	15[16.7 µM]
24	13	9	1

Following part.
nr	structure	esBAF inh	SIRT5 block	ERp5 inh	Cneo AK release
25	Cc1ccc(S(=O)(=O)CC(O)COc2ccc(F)cc2Cl)c(C)c1 (stereo unspecified)	x	-2	-1	x
26	Cc1nnc(SCC(N)=O)n1CCc1ccccc1	10	x	x	-8
27	COc1cccc(N2CCN(Cc3ccco3)CC2)c1	0	-3	4	2
28	CC(=O)Nc1ccc(NC(=O)C(C)OC(=O)C(C)SCC(=O)Nc2ccc(C)cc2)cc1 (stereo unspecified)	0	-1	-2	-6
29	COc1cccc2sc(N(CCN(C)C)C(=O)/C=C/c3cccs3)nc12	x	-5	8	x
30	COc1ccc(N2CCN(CC(O)COc3c(OC)cccc3OC)CC2)cc1 (stereo unspecified)	-1	-3	-6	4
31	C[C@H](CO)N1C[C@H](C)[C@@H](CN(C)Cc2cccc(F)c2)Oc2ncc(C#CC(C)(C)O)cc2C1=O	-6	x	x	x
32	COc1cc(C(=S)N2CCC(Cc3ccccc3)CC2)ccc1OCC(N)=O	-6	0	1	-1

nr	ARNT TACC3 PPI	C2C12 statin	miR-122 sensor
25	11	x	x
26	-8	2	-1
27	4	1	-1
28	1	2	-3
29	-7	x	x
30	8	2	-5
31	x	-1	8[16.7 µM]
32	3	6	x

Following part:
nr	structure	esBAF inh	SIRT5 block	ERp5 inh	Cneo AK release
33	O=C(C[n+]1cc(-c2ccccc2)n2c1CCC2)c1cccs1	5	-7	3	4
34	CC(=O)c1c(N2CCCCC2)nc(=S)n(Cc2ccccc2)c1C	3	x	x	6
35	CCn1c(/N=C/c2c[nH]c3ccccc23)nc2ccccc21	-3	x	x	6
36	Cc1cccc(C)c1NC(=O)CSc1nc2[nH]c(=O)cc(O)c2s1	4	-1	x	-1
37	COc1ccc2[nH]c3c(c2c1)CCN1C(=O)C(CC(=O)NCCN2CCOCC2)C[C@H](C(=O)N(C(C)C)C(C)C)[C@@]31C (stereo partly specified)	-4	0	-1	-3
38	Cc1cccn2cc(-c3ccc4c(c3)NC(=O)CO4)nc12	x	-1	7	-1
39	COC(=O)[C@@H]1[C@@H](CO)[C@@H]2Cn3c(ccc(C4=CCCC4)c3=O)[C@@H]2N1C(=O)C1CC1	-2	-4	-1	5
40	Cc1ccc(S(=O)(=O)N2CCC(C(=O)NNC(=O)c3ccccc3)CC2)cc1	x	-2	-1	x

nr	ARNT TACC3 PPI	C2C12 statin	miR-122 sensor
33	-1	-21	2
34	2	x	-8
35	5	x	1
36	-2	40	0
37	-2	-4	-7
38	-2	x	-7
39	-8	4	0[16.7 µM]
40	-10	x	x

New compounds follow.
nr	structure	esBAF inh	SIRT5 block	ERp5 inh	Cneo AK release
41	Cc1ccc(C(=O)NCC(=O)OCC(=O)Nc2cccc(S(=O)(=O)N3CCCC3)c2)cc1C	x	-2	-4	-2
42	COc1ccc(-c2noc(CCC(=O)NC3CCCCCC3)n2)cc1	30	-5	-1	2
43	CC(C(=O)OCC(=O)c1ccc(F)cc1)N1C(=O)C2C3C=CC(C3)C2C1=O (stereo unspecified)	-4	-1	-4	1
44	COc1ccc(Cn2c(=O)oc3ccc(C)cc32)cc1	-4	0	u	-1
45	Cc1cc2oc(=O)cc(Cn3ncc(Cl)c(Cl)c3=O)c2cc1Cl	9	x	x	-1
46	O=C(/C=C/c1cccc([N+](=O)[O-])c1)Nc1cc(C(=O)O)cc(C(=O)O)c1	-9	3	8	0
47	O=C(C[C@@H]1CC[C@@H](NC(=O)Nc2ccc3c(c2)OCO3)[C@@H](CO)O1)NCc1ccc2c(c1)OCO2	4	-3	5	-2
48	CC(C)(C)NC(=O)N1CCN(c2nc(-c3ccccc3)ns2)CC1	32	-2	-3	-3

nr	ARNT TACC3 PPI	C2C12 statin	miR-122 sensor
41	-4	x	4
42	-1	16	-5
43	-3	-12	x
44	-18	24	x
45	-10	15	0
46	16	-1	3
47	1	0	x
48	3	3	-10

Next section:
nr	structure	esBAF inh	SIRT5 block	ERp5 inh	Cneo AK release
49	C[C@@H]1CN([C@H](C)CO)C(=O)CCCn2nncc2CO[C@@H]1CN(C)S(=O)(=O)c1ccccc1F	-5&3	-7&-3	-3&2	0&-2
50	C[C@@H]1CN([C@@H](C)CO)C(=O)Cc2cc(NC(=O)Cc3ccccc3)ccc2O[C@@H]1CN(C)Cc1ccc(C(=O)Nc2ccccc2N)cc1	-6	x	x	0
51	CC(C)(C)C1CCCCC1NC(=O)c1ccncc1 (stereo unspecified)	1	-3	3	2
52	C/C=C/C(=O)N1CC2(CC(c3cccc(NC(=O)COc4ccc(Cl)cc4)c3)=NO2)C[C@@H]1C(N)=O (stereo partly specified)	10	1	4	-4
53	CN(C)C(=O)C[C@@H]1CC[C@H]2[C@@H](COc3ccc(NC(=O)Nc4cccc(Cl)c4)cc3C(=O)N2C)O1	-4	-4	8	0
54	COc1ccc(NC(=O)N[C@H]2CC[C@@H](CCNC(=O)Cc3ccncc3)O[C@H]2CO)cc1	-2	-4	1	0
55	CCOC(=O)c1sc(NC(=O)C2CC=CCC2C(=O)O)nc1C (stereo unspecified)	-3	x	x	1
56	C[C@H](CO)N1C[C@H](C)[C@H](CN(C)S(C)(=O)=O)Oc2ccc(NC(=O)CCN3CCOCC3)cc2C1=O	-1	-14	0	48
57	COc1cc(/C=N/NC(=S)NCCN2CCOCC2)ccc1O	x	x	x	-3
58	Cc1ccccc1N(Cc1cc(=O)[nH]c2ccccc12)C(=O)C(C)C	0	-2	2	-1

nr	ARNT TACC3 PPI	C2C12 statin	miR-122 sensor
49	-9	3&-3	-7
50	-3	-38	3[16.7 µM]
51	-2	-11	0
52	3	2	0
53	4	-38	-28[16.7 µM]
54	0	2	x
55	-3	41	-3
56	-5	4	-4[16.7 µM]
57	-1	x	-1
58	-16	-6	-9

A few values from the entries so far.
`Cc1ccccc1N(Cc1cc(=O)[nH]c2ccccc12)C(=O)C(C)C` @ SIRT5 block: -2
`C[C@H](CO)N1C[C@H](C)[C@H](CN(C)S(C)(=O)=O)Oc2ccc(NC(=O)CCN3CCOCC3)cc2C1=O` @ SIRT5 block: -14
`COc1cc(/C=N/NC(=S)NCCN2CCOCC2)ccc1O` @ ARNT TACC3 PPI: -1
